From PubChem
BAZ2B block – BAZ2B (human) inhibition; Q9UIF8; AlphaScreen BAZ2B-H3K14Ac peptide displacement; Potency, µM (series often up to 114 µM), for inactives: at the top dose activity change, negative = inhibition, hits mostly inhibitors; 360,000 compounds, 4.4% hits; AID 504333; note: potency is the fitted concentration of half-maximal effect; % is set by controls: 0 for no effect and ±100 for the full control effect; nearly all actives have a fitted effect of over 60% in size
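Multi-concentration screen (max 110 uM) measuring displacement of acetylated histone H3 peptide from BAZ2B by AlphaScreen, using 50 nM protein, 50 nM peptide and 10 ug/mL streptavidin donor plus Ni-chelate acceptor beads.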
JMJD2A Tudor inh – blocks the human JMJD2A Tudor domain; AlphaScreen JMJD2A-Tudor / H3K4me3 peptide binding; Potency, µM (highest dose often 114 µM), without a hit: at the highest dose activity change, negative = inhibition, most hits filed as inhibitors; 390,000 compounds, 4.4% hits; AID 504339; note: potency is the fitted concentration of half-maximal effect; % is set by controls: 0 for no effect and ±100 for the full control effect; nearly all actives have a fitted effect of over 50% in size
HP1b binding inh – inhibitors of HP1-beta chromodomain binding to methylated histone tails | 390,000 compounds, 0.56% hits | Potency, µM (highest dose often 114 µM), for inactives: at the highest dose activity change, negative = inhibition, actives largely listed as inhibitors | AID 540317 | P83916 | AlphaScreen HP1-beta / biotin-H3K9me3 peptide binding; note: potency is the fitted concentration of half-maximal effect; nearly all actives have a fitted effect of over 70% in size; inactives centre near 23
Target sequence (P83916 whole entry, looked up): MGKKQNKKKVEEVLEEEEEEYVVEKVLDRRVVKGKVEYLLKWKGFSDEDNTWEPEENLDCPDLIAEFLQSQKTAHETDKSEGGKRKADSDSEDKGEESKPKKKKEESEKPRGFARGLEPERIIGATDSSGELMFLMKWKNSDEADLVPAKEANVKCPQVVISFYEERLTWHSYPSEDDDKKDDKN
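Compound inhibition of the preformed complex between 50 nM HP1-beta and 50 nM biotinylated H3K9me3 peptide was read by AlphaScreen. Buffer was PBS pH 7.4 with 0.01% Tween-20. Incubations ran 30 min at room temperature, with 10 ug/mL donor/acceptor beads.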
Pol eta inh – DNA polymerase eta (human) inhibition; Potency, µM (doses to about 114 µM), for inactives: top-dose activity change, negative = inhibition, hits mostly inhibitors; Q9Y253; recombinant Pol eta, fluorescent DNA replication assay; 390,000 compounds, 1.2% hits; note: potency is the fitted concentration of half-maximal effect; % is set by controls: 0 for no effect and ±100 for the full control effect
Target sequence (Q9Y253 whole entry, looked up): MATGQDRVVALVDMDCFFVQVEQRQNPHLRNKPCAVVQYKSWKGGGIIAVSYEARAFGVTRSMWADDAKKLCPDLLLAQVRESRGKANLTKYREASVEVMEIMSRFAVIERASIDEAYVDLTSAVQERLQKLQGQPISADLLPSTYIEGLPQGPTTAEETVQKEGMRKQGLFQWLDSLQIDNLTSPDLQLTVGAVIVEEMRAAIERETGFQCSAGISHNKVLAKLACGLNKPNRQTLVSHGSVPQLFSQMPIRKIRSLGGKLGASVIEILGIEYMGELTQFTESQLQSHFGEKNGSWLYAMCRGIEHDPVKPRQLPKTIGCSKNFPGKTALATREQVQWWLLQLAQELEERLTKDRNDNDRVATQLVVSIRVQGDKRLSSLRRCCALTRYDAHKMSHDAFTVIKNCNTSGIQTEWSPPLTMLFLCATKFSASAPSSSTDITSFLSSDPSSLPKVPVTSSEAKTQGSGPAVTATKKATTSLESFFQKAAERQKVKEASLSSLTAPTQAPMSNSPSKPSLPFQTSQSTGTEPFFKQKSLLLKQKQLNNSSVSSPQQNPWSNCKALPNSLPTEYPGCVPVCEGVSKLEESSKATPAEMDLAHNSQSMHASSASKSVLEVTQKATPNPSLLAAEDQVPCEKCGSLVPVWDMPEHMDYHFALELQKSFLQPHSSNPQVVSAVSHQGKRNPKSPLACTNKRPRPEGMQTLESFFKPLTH
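Pol eta at 10 nM preincubated with compounds 15 min at room temperature; reaction started with fluorescent substrate (50 nM final) and read kinetically at 0 and 10 min.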
PI4K2A inh – inhibitors of human PI4K2A | activity change, negative = inhibition, % at 76.9 µM | Q9BTU6 | purified PI4K2A, ADP-Glo luminescence, 1 h; hits give low values | 420,000 compounds, 0.13% hits; in the data active = activity change below about -50%; inconclusive = mostly about -30% to -49%;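 note: -100% = wells without enzyme as full effect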
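PI4K2A activity was measured by ADP-Glo luminescence: enzyme (4 ug/mL stock) and phosphatidylinositol (1.2 mM stock) in Tris pH 7.5/MgCl2/EGTA/Triton X-100 buffer were reacted with ATP (300 microM stock) for one hour at ambient temperature.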
GLS inh – glutaminase GLS (human) inhibition. O94925. GLS enzymatic activity, qHTS titration. Potency, µM (highest dose often 45.5 µM), for the others: at the top dose activity change, negative = inhibition, most hits filed as inhibitors. 410,000 compounds, 0.21% hits. AID 624170; note: potency is the fitted concentration of half-maximal effect; % is set by controls: 0 for no effect and ±100 for the full control effect
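Enzyme dispensed in phosphate buffer (45 mM, pH 8.2, 0.02% Tween-20), compounds pinned in, then 1 mM L-glutamine solution and the glutamate oxidase–HRP–Amplex Red mix added; fluorescence read immediately and again after 30 min at room temperature.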
PGK inhibitor – T. brucei PGK inhibition; P07378; PGK/GAPDH coupled, Kinase-Glo luminescence, 60 min; Potency, µM (titrated, usually from 57.5 µM), for inactives: top-dose activity change, negative = inhibition, most hits filed as inhibitors; 380,000 compounds, 0.043% hits; note: potency is the fitted concentration of half-maximal effect; % is set by controls: 0 for no effect and ±100 for the full control effect; nearly all actives have a fitted effect of over 60% in size
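Recombinant glycosomal PGK reaction used 1,3-bisphosphoglycerate generated in-well by GAPDH (100nM final) in 100mM TEA pH 7.6, 5mM MgCl2, 0.01% Tween-20. After 60 minutes at room temperature, ATP was read by Kinase-Glo Plus luminescence end-point.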
G9a inh – G9a (human) methyltransferase inhibition. AID 504332. G9a H3K9 monomethylation, AlphaScreen, 2 h. Potency, µM (top dose mostly 102 µM), for inactives: top-dose activity, negative = inhibition, most hits filed as inhibitors. 350,000 compounds, 8.8% hits. Q96KQ7; note: potency is the fitted concentration of half-maximal effect; % is set by controls: 0 for no effect and ±100 for the full control effect; nearly all actives have a fitted effect of over 75% in size
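G9a (20 nM) was preincubated 15 min with compound, then reacted 2 h at room temperature with 500 nM biotin-H3K9 peptide and 20 µM SAM. Monomethyl-H3K9 detected by AlphaScreen using anti-H3K9me1 antibody.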
Pin1 inh – inhibitors of human Pin1 | Q13526 | Pin1 FP peptide displacement, HiFluor488, 10 min | Potency, µM (series often up to 115 µM), inactives show top-dose activity, negative = inhibition, most hits filed as inhibitors | 390,000 compounds, 0.009% hits; active = well fitted inhibition curve with a large enough effect in the polarisation, with a control signal flat, not every such curve was filed as active; inconclusive = small, poorly fitted or top-dose-only effect, or effect the other way, or a change in a side signal; inactive = no such curve, though single readings can be large or run the other way; the % refers to the polarisation; note: potency is the fitted concentration of half-maximal effect; % is set by controls: 0 for no effect and ±100 for the full control effect
Target sequence (Q13526 whole entry, looked up): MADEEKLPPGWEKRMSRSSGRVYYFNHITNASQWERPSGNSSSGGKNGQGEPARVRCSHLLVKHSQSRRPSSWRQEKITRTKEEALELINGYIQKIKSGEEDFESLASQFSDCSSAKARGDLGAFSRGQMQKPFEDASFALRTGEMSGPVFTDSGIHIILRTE
The depositor's hits bear a star; i = inactive; u = inconclusive; x = no result given; & = joins results of further samples; [ ] = remark or other dose. Unless noted, calls come from the whole dose curve; as a rule, active = well fitted curve in the direction sought with a large enough effect; inconclusive = small, poorly fitted or top-dose-only effect, or another doubt; inactive = no such curve, though single readings can be large; an effect the other way counts as inactive or inconclusive. Not all compounds are listed, so the mix of outcomes need not match the whole.

SMILES	BAZ2B block	JMJD2A Tudor inh	HP1b binding inh	Pol eta inh	PI4K2A inh	GLS inh	PGK inhibitor	G9a inh	Pin1 inh
Cc1ccc(C)c(CNc2ccc(S(=O)(=O)N3CCCCC3)cc2)c1	13%	-8%	38%	-8%	0	11%	4%	14%[59 µM]	6%
CC(=O)/C(N=Nc1cccc(C(F)(F)F)c1)=C(\C)O	-17%	-18%	25%	-14%	2	0%	-9%	2%	-8%
Cc1ccc(NC(=O)CCS(=O)(=O)c2cc3c(cc2Cl)NC(=O)CO3)cc1	-21%	-21%	22%	0%	6	-3%	-2%	35%	0%
CCn1nc(C(C)C(=O)O)c2ccccc2c1=O (stereo not drawn)	-12%	-4%	30%	3%	-2	2%	-6%	x	-5%
CC1CN(C(=O)Cc2ccc(-c3ccccc3)cc2)CC(C)O1 (stereo not drawn)	11%	3%	32%[activator]	-17%	6	-2%	i	3%[12.7 µM]	-10%
CC1(C)Cc2c(sc(NC(=O)C3CC(Cl)=CCC3C(=O)O)c2C#N)CO1 (stereo not drawn)	-11%	-10%	21%	-7%	2	0%	0%	x	0%
CC(C)C(C(=O)Nc1ccc(N2CCOCC2)cc1)N1C(=O)c2ccccc2C1=O (stereo not drawn)	-7%	-13%	25%	-10%	-1	-14%	2%	-24%	3%
CCOc1ccc(N2CC(C(=O)Nc3c(C)n(C)n(-c4ccccc4)c3=O)CC2=O)cc1 (stereo not drawn)	x	7%	28%	-14%	2	3%	-1%	0%	-6%
CCOc1cc(C(=O)N2CCN(C/C=C/c3ccccc3)CC2)cc(OCC)c1OCC	-4%	-28%	7%	9%	1	4%	x	-25%	-5%
CC1=C(C#N)C(c2cccnc2)C2=C(N1)c1ccccc1C2=O (stereo not drawn)	-35%	-9%	12%	-7%	-9	0%	-3%	35µM*	0%
O=C1C2C3C=CC(O3)C2C(=O)N1Nc1ccccc1 (stereo not drawn)	x	-10%	14%[57 µM]	-1%	0	2%	-3%	x	-3%
Cc1noc(C)c1CSc1ncnc2sc3c(c12)CCCCC3	14%	20%	63%[activator]	-24%	-3	-11%	i	20%[59 µM]	20%
Cn1ncc(Br)c1C(=O)Nc1ccc(Br)cn1	2%	-3%	17%	5%	-6	11%	9%	7%[59 µM]	5%
Cc1cc(-c2ccccc2)nc2cc(C(=O)NCCCn3ccnc3)nn12	u	-10%[11.4 µM]	7%	-6%	2	2%	1%	4%[59 µM]	6%
CN(C)CCCn1cnc2c1c(=O)[nH]c(=O)n2Cc1ccccc1	2%	-2%	37%	0%	7	2%	6%	u	-1%
CC(=O)Nc1ccc(S(=O)(=O)NN=CCCc2ccccc2)cc1	x	-17%	11%	-15%	-7	-2%	-8%	x	-6%
CN(C(=O)c1ccc(NC(=O)Cc2cccc(NC(=O)C3CCCN(C(=O)CCc4ccccc4)C3)c2)cc1)C1CC1 (stereo not drawn)	x	-16%	15%	-9%	3	-5%	0%	x	5%
CC1Oc2ccccc2N(CC(=O)NCCc2ccccc2)C1=O (stereo not drawn)	23%	0%	14%	-2%	2	8%	-2%	-6%	2%
CNC(=O)C[C@@H]1C(=O)N(c2ccc(OC)cc2)CC1(C)C	x	x	x	-21%	2	1%	i	x	x
O=C(O)c1ccc(-c2nc3ccccc3[nH]2)cc1	-14%	-27%	23%	-1%	u	7%	-7%	-16%[59 µM]	u
COc1ccc(C(=O)NCCc2cn3ccc(C)cc3n2)cc1	4%	-9%	6%	-13%	6	-2%	-2%	6%[59 µM]	1%
COC(=O)c1ccc(Sc2ccc(F)cc2)c(N)c1	28%	28%	50%[activator]	-18%	0	0%	-5%	28µM*	-6%
O=C(Cn1cnc2c(nnn2Cc2ccc(Cl)cc2)c1=O)NCc1ccco1	-34%	-25%	2%	-3%	0	3%	x	0%[59 µM]	0%
NC(=O)CS(=O)(=O)c1nc2ccccc2n1CC(=O)N1CCCCC1	-2%	0%	-3%	-9%	10	-1%	-4%	8%[12.7 µM]	0%
CCCN(C(=O)CCNC(=O)Cn1cnc2ccccc2c1=O)c1cccc(C)c1	23%&-1%	5%&-8%	36%&28%	-16%&-18%	2&1	0%&-1%	-6%	-28%	7%&-1%
O=c1cnnc(N/N=C/c2cccs2)[nH]1	79µM*	-28%	16%[57 µM]	-7%	-7	4%	7%	x	3%
O=C(CN1CCN(c2nc(-c3ccc(F)cc3)cs2)CC1)Nc1ccc2c(c1)OCO2	u	-26%	-24%	-18%	0	15%	4%	45µM*	2%
COc1cc(NC(=O)CCn2c(=S)oc3ccccc32)cc(OC)c1OC	-10%	-6%	21%	0%	-6	22%	7%	15%	-5%
COc1ccc(CCN2C(=O)CC(NNC(=O)c3ccccc3Br)C2=O)cc1OC (stereo not drawn)	9%	-13%	27%	-16%	4	14%	-10%	-13%[59 µM]	5%
C[C@]12CC[C@@H]3c4ccc(O)cc4CC[C@H]3[C@@H]1CCC2=O	1%	-7%	39%[activator]	-9%	0&3&4	-2%	9%	0%[59 µM]	-5%
Cc1c(CN(C)C(=O)/C=C/c2ccc([N+](=O)[O-])cc2)cnn1C	0%	-2%	15%	-12%	-4	-1%	i	16%[59 µM]	-4%
NCC(=O)c1cccc2ccc[n+]([O-])c12	-10%	-9%	34%	0%	-2	7%	14%	u	-1%
COc1ccc(OC)c(NC(=O)CCN2CCN(CCO)CC2)c1	u	-15%	11%	-5%	6	-1%	i	22%	-2%
Cc1ccc(NC(=O)CN(C)C2CCCCC2)cc1Cl	u	10µM*	u	-8%	-6	-2%	i	x	-11%
COc1cccc(CSCC(=O)NCCc2ccccc2)c1OC	5%	-1%	24%	-15%	3	0%	2%	5%	6%
CCCCNC(=O)CSc1nc2n[nH]c(C)c2c(=N)n1-c1cccc(Cl)c1C	7%&-2%	1%&1%	31%&28%	6%&-15%	-5&-4	-1%&0%	-12%&4%	-1%&-9%[59 µM]	15%&0%
NC(=O)C1CCN(C(=O)c2cc3ccccn3n2)CC1	-5%	-7%	26%	-5%	-9	2%	-5%	27%	-8%
CCCNC(=O)N1CCN(c2ncccn2)CC1	7%	-8%	30%	3%	15	-6%	-6%	15%[59 µM]	-8%
CC(=O)c1cc2c(cc1NC(=O)CN(C)S(=O)(=O)c1cccs1)OCO2	x	-7%	40%[activator]	-3%	-2	-3%	i	x	1%
CCCCCn1c(SCC(=O)OC)nc2c1c(=O)[nH]c(=O)n2C	2%	-19%	24%	1%	7	-2%	-5%	17%	2%
CC(c1ccco1)N(C(=O)CSc1ccc(Br)cc1)c1ccccn1 (stereo not drawn)	-7%	-25%	47%[activator]	7%	0	-3%	-3%	u	-4%
Cc1ccc(N2C(=O)C3C(C2=O)C2C=CC3C23CC3)c([N+](=O)[O-])c1 (stereo not drawn)	-22%	-5%	13%	-20%	0	7%	i	-30%	u
CC(OC(=O)c1ccc(Cl)c([N+](=O)[O-])c1)C(=O)N1CCN(Cc2ccccc2)CC1 (stereo not drawn)	-11%	-33%	4%	-19%	4	0%	-12%	-6%[12.7 µM]	-4%
Cc1ccccc1CSc1nnc(NC(=O)Cc2cccs2)s1	71µM*	-21%	35%	u	-12	6%	3%	5%	-3%
Cc1oc2ccc(OCc3c(F)cccc3Cl)cc2c1C(=O)O	-13%	-4%	24%	-1%	2	6%	-8%	-18%	-1%
COc1ccc(C(=O)/C(C)=N/O)cc1OC	1%	-12%	23%	-10%	-1	u	i	0%[12.7 µM]	11%
CC(=O)N1N=C(c2cccs2)CC1c1cc2cc(C)ccc2nc1Cl (stereo not drawn)	-21%	4%	41%[activator]	0%	-14	-2%	8%	43%[activator][12.7 µM]	-9%
CCCn1cc(SCC(=O)NC2CCCC2)c2ccccc21	-32%	-3%	34%	-19%	4	-14%	i	x	-11%
Cc1nc2scc(C)n2c(=O)c1S(=O)(=O)N1CCN(c2ccccc2F)CC1	0%	-17%	31%[activator]	0%	1	3%	-9%	9%	-2%
CC(C(=O)Nc1ccc(C(=O)O)c(O)c1)N1C(=O)/C(=C\c2ccco2)SC1=S (stereo not drawn)	28µM*	7%	21%	3.2µM*	-22	18µM*	u	14µM*	u

Next section
SMILES	BAZ2B block	JMJD2A Tudor inh	HP1b binding inh	Pol eta inh	PI4K2A inh	GLS inh	PGK inhibitor	G9a inh	Pin1 inh
Cc1cc2nc(SC(C)C(=O)O)[nH]c2cc1C (stereo not drawn)	u	-9%[57.1 µM]	27%	-14%	-2	1%	-9%	u	-8%
COC(=O)C1C(=O)c2c([nH]c(C(=O)OC3CCCC3)c2C)CC1C (stereo not drawn)	-3%	-14%	18%	-14%	-1	7%	-8%	2%[59 µM]	-1%
O=C(c1ccccc1)N1CCN=C1c1ccccc1	7%	-12%	20%	-5%	-4	7%	-11%	6%[59 µM]	2%
Cc1ccc(NC(=O)CCCn2c(=O)c3cccn3c3ccccc32)c(Cl)c1	-8%	-14%	28%	-17%	-5	-4%	i	-5%[59 µM]	-8%
COc1ccc(Nc2nc(C(=O)N3CCc4ccccc4C3)cs2)cc1	u	45µM*	u	-15%	2	-2%	-6%	x	-2%
Cc1cc(C)n2c(SCC(=O)NCc3ccc4c(c3)OCO4)nnc2n1	-1%	79µM*	-22%	-12%	-13	-4%	-5%	11µM*	2%
